CHO parental Ca = signal in parental CHO cells, OX1R antagonist counter-screen | inhibition, % at 5.6 µM | 0.63% of 330,000 active | AID 463079 | parental CHO-K1, ATP-induced calcium, Fluo-8 fluorescence;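 active = inhibition above that plate's mean sample inhibition plus 3 SD, cut at about 26% in these data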;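 also: 0% = ATP-challenged DMSO wells and 100% = DMSO wells without ATP; some compounds past the cut are filed as inactive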
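Material – parental CHO cells · Reagent – ATP stimulus · Compound – single nominal dose of 5.6 µM per compound · Detection – Fluo-8 fluorescence · Read-out basis – percent inhibition of calcium signal · Controls – ATP-challenged DMSO wells low, unchallenged DMSO wells high · Repeats – no replicates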
M1 PAM parental = M1 PAM counterscreen hit in parental CHO-K1 cells. ATP EC20, Fluo-8 calcium fluorescence; 0% at ATP EC20, 100% at ATP max. activation, % at 3 µM. 0.02% of 360,000 active. AID 602247;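 active = activation above the run cutoff, the mean activation of all test compounds plus 3 SD, cut at about 40% in these data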;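 also: peak over basal fluorescence ratio in a 140 s read after ATP addition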
CHO-K1 Ca antag = M1 antagonist counterscreen hit in parental CHO-K1 cells. AID 602250. 0.6% of 360,000 active. ATP-induced calcium, Fluo-8 fluorescence. inhibition, % at 3 µM;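 active = inhibition above a per-plate cutoff, the plate's mean sample inhibition plus 3 SD, cut at about 24% in these data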;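 also: 0% = DMSO plus EC80 ATP and 100% = DMSO alone without ATP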
CHRM1 antagonist = antagonists of human M1 muscarinic receptor. P11229. CHO-K1 hM1, Fluo-8 calcium fluorescence, ACh EC80 antagonist. inhibition, % at 3 µM. 1.3% of 360,000 active. AID 588852;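 active = percent inhibition above its own plate's cutoff, namely the mean of that plate's compound wells plus 3 SD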;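 also: peak over basal fluorescence ratio during 140 s after agonist addition; 0% = ACh EC80 plus DMSO and 100% = DMSO alone without agonist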
Target sequence (P11229 whole entry, looked up): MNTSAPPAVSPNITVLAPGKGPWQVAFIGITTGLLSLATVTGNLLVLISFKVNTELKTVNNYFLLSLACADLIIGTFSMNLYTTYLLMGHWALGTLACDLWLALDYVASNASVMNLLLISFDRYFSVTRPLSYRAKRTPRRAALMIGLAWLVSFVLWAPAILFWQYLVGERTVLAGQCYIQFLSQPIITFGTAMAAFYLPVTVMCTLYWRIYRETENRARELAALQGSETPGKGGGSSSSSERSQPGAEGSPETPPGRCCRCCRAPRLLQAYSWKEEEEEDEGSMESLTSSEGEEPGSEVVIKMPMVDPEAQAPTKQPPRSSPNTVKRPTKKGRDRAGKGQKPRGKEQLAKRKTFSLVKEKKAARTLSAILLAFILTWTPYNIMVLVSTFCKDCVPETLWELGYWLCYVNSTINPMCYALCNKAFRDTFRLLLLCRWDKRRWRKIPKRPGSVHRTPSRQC
TAAR1 antagonist = antagonists of human TAAR1; CHO RD-HGA16 TAAR1, Fluo-8 calcium fluorescence, antagonist; Q96RJ0; 1.5% of 360,000 active; AID 624466; inhibition, % at 3 µM;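 active = inhibition above a per-plate cutoff, the mean inhibition of test compounds on that plate plus 3 SD, cut at about 49% in these data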;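 also: 0% = DMSO plus EC80 beta-PEA response and 100% = DMSO alone without agonist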
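Assay system: RD-HGA16 CHO cells with stable hTAAR1 and Gα16 / Reagent: EC80 β-phenethylamine stimulus / Doses: 3 µM, single point / Timing: dye loading 75 min at 37 °C, then 30 min room temperature / Measured by: Fluo-8 intracellular calcium dye fluorescence, real-time kinetic reads / Controls: vehicle wells and EC80 agonist wells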
CHRM1 agonist = human M1 muscarinic receptor agonism; CHO-K1 hM1, Fluo-8 calcium fluorescence, agonist mode; 0% DMSO, 100% acetylcholine EC100; activation, % at 3 µM; 0.33% of 360,000 active;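 active = activation above the run's mean compound activation plus 3 SD, cut at about 16% in these data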;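 also: peak over basal fluorescence ratio within a 140 s kinetic read after compound addition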
M1 ag parental = counter-screen for M1 agonists: effect in parental CHO-K1 cells. Fluo-8 calcium fluorescence; scaled to maximal ATP response, vehicle zero. 0.48% of 360,000 active. activation, % at 3 µM; in the data active = activation above about 15%;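 also: untransfected CHO-K1 host cells lacking M1 receptor as counterscreen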
TAAR1 ag = human TAAR1 agonism; Q96RJ0; CHO RD-HGA16 TAAR1, Fluo-8 calcium fluorescence; vehicle wells 0%, saturating PEA agonist 100%; activation, % at 3 µM; 0.99% of 360,000 active;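 active = activation above the mean activation of all test compounds in the run plus 3 SD, cut at about 38% in these data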
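Assay system – CHO-derived RD-HGA16 cells with stable Gα16 and human TAAR1 · Compound dosing – one-point dosing at 3 µM (nominal) · Incubation – 17-24 h seeding, 75 min 37 °C dye, 30 min RT · Measured by – kinetic Fluo-8 calcium fluorescence · Control set – DMSO vehicle as 0%, PEA at EC100 as 100% · Repeats – single well for each compound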
OXTR potentiator = human OXTR potentiation; CHO-OTR cells, Fluo-8 calcium fluorescence, potentiator mode; 0% = oxytocin EC15, 100% = EC100; 0.061% of 320,000 active; activation, % at 3 µM;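 active = activation above that plate's cutoff, the mean activation of tested compounds plus 3 SD, cut at about 6.6% in these data, passing the limit was not always enough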;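 also: 100% uses oxytocin at 75 nM as the full agonist control; some results filed as inactive read as strong as hits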
Target sequence (P30559 whole entry, looked up): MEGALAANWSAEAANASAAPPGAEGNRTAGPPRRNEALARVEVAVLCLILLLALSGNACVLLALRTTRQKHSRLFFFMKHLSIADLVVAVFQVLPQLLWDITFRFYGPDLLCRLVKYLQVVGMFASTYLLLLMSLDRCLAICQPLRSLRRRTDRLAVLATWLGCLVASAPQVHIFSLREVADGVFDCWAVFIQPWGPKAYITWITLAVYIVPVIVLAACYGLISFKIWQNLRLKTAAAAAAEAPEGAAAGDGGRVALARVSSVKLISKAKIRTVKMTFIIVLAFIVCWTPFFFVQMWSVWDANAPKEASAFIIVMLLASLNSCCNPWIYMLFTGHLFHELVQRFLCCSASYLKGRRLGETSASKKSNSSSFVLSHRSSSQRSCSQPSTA
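Dosing: Single dose, 3.0 µM nominal final compound concentration | Material: Human OTR in CHO cells | Technique: Kinetic Fluo-8 calcium fluorescence | Benchmarks: EC15 oxytocin alone as 0%, 75 nM oxytocin as 100% | Probe or stimulus: Oxytocin at about EC15, sub-maximal agonist stimulus | Incubation: Compound 6 min at room temperature before oxytocin, 100 s read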
* = called active by the depositor; / = no result given.

Screens in order: CHO parental Ca, M1 PAM parental, CHO-K1 Ca antag, CHRM1 antagonist, TAAR1 antagonist, CHRM1 agonist, M1 ag parental, TAAR1 ag, OXTR potentiator
CCCCCCN1C[C@H](n2cc(C3CC3)nn2)[C@@H](O)C[C@@H]1c1ccc(C)cc1
 : /, -4, 14, -7, -5, -5, -0.4, 3, /
CCOC(=O)C1=C(C)N=C2SC(C)C(=O)N2C1c1ccc(OCC)c(OCC)c1 (stereo not drawn)
 : -2, 5, -5, -1, 9, 0, -0.1, 1, -8
O=C(N/N=C/c1cccn1-c1ccc([N+](=O)[O-])cc1)c1cccnc1
 : -26, -14, 14, -9, 9, -4, 4.7, 2, -2
C/C(=C\C(=O)c1ccccc1)Nc1ccc2c(c1)OCO2
 : -8, 23, -10, -7, -25, -4, 0.4, 2, -9
CC1CCC(NS(=O)(=O)c2ccc3c(c2)n(C)c(=O)c(=O)n3C)CC1 (stereo not drawn)
 : -3, -1, 2, 0, 11, -5, 0.7, 8, 4
CC(C)c1c(O)nc(SCCC(=O)O)[nH]c1=O
 : -5, -9, 10, -9, 0, -4, -0.1, 0, 3
O=C(NCc1ccc(F)cc1)Nc1ccc(Cl)cc1
 : 4, -5, -1, 2, -13, 0, 12, 2, -15
CC(C)(C)N1C(=O)[C@H]2[C@@H](c3ccc(Br)cc3)N3C(=O)N(c4cccc(F)c4)C(=O)[C@@]3(C)[C@H]2C1=O
 : -24, 4, 1, 3, 14, -6, 0.3, 6, -8
CC(=O)Nc1ccc(S(=O)(=O)N2CCN(C(=O)C3COc4ccccc4O3)CC2)cc1 (stereo not drawn)
 : -5, -16, 8, -13, -10, 2, 3.7, 2, -15
CCOC(=O)c1ccc(-c2c(-c3ccc(OC)cc3)oc(=O)c3cc(OC)c(OC)cc23)cc1F
 : -22, 1, 5, 0, -1, -4, -0.6, 1, -2
Cc1ccc(NC(=S)NCCCN2CCOCC2)cc1C
 : -7, 13, -7, -13, -19, -5, 0.5, 0, -1
CCC1(C)Cc2ccccc2-c2nc[nH]c(=O)c21 (stereo not drawn)
 : -9, 23, -13, -8, 4, -6, 3.3, 1, -4
O=C(NCCCN1CCOCC1)c1ccc2ccccc2c1
 : -2, 0, 8, 0, -10, -5, -0.2, 1, 0
COc1ccc(CN(C(=O)c2cccs2)c2ccccc2)cc1
 : -23, 12, -19, -4, -7, -8, 1.6, 2, -6
CN(C)S(=O)(=O)c1ccc(Cl)c(NC(=O)COC(=O)CCC2CCCCC2)c1
 : -17, 2, -10, 7, 20, 0, 3.6, 8, -11
CCSc1nnc(NC(=O)CN2C(=O)C3CC=CCC3C2=O)s1 (stereo not drawn)
 : 2, 13, 4, -4, -1, -7, 0.0, 0, -10
CCOc1ccc(NC(=O)Nc2cc(C)on2)cc1
 : -1, 13, 1, -12, -24, -3, 0.0, 9, -5
Cc1ccc(NC(=O)Nc2cc(C(F)(F)F)c[nH]c2=O)cc1
 : -1, -8, -2, -6, 4, 0, 0.1, -1, 1
O=C(COc1ccc2c(-c3ccccc3)cc(=O)oc2c1)Nc1ccc(CN2CCOCC2)cc1
 : -6, 11, -12, 8, -4, -4, 4.1, 9, -10
CCC(c1nnnn1-c1ccc2c(c1)OCCO2)N1CCN(C/C=C/c2ccccc2)CC1 (stereo not drawn)
 : /, 7, -2, 20, 5, -3, 6.2, -1, /
CCOc1ccccc1C(=O)NCC(=O)OCC(=O)N1C(C)CCCC1C (stereo not drawn)
 : -10, 21, -7, 4, -1, -2, 0.9, 7, -6
CCOC(=O)NC(N(O)c1cccc(Cl)c1)C(Cl)(Cl)Cl (stereo not drawn)
 : -9, 5, -7, -6, -9, -4, 1.0, 3, -9
O=C(NCCCn1ccnc1)c1ccc2ccccc2c1
 : -2, 10, -14, 1, -23, -3, 0.7, 3, -8
CC(=O)Oc1ccc(C2(C)CC(C)(C)Oc3cc(OC(C)=O)ccc32)c(OC(C)=O)c1 (stereo not drawn)
 : -4, 10, -2, -13, -11, 5, 0.6, 2, -2
COc1ccc(CCNC(=O)CN2C(=O)NC(CCSC)C2=O)cc1 (stereo not drawn)
 : -1, 18, -12, -14, 10, -2, 0.5, 4, -18
CCCCC(=O)NC(=S)Nc1ccccc1N1CCCCC1
 : -47, -10, 11, 5, -27, -5, -0.6, -1, -7
COc1cccc(OCC(=O)Nc2ccc(OC)c(OC)c2)c1
 : 2, 10, 1, -13, -2, 2, 3.3, 5, -8
Cc1cc2occ(CC(=O)N(C)CC(=O)Nc3ccccc3Cl)c2cc1C
 : -25, -23, -2, -19, -49, -3, 0.5, 0, -10
COc1cccc(-c2nnc(SCC(=O)NCc3ccc4c(c3)OCO4)n2Cc2ccco2)c1
 : -14, 22, -31, -16, 2, -3, 0.3, 7, -13
Fc1cc(NCc2ccccc2)nc(NCc2ccccc2)n1
 : -17, 23, 0, -9, -3, -5, 4.1, -1, -8
CN(C)CCNC(=O)c1cc2cc(Br)ccc2oc1=O
 : -7, 9, -11, -6, 13, -12, 0.3, 0, -3
Cc1ccc(-n2nnnc2SCC(=O)NNC(=O)c2ccc([N+](=O)[O-])cc2)cc1
 : -8, 14, -15, -8, -12, -4, -0.6, 16, 1
CC1=C(C(=O)OC2CCCC2)C(c2coc3ccccc3c2=O)C2=C(CCCC2=O)N1 (stereo not drawn)
 : -30, 19, -10, -2, 1, -5, 1.5, 3, -2
COC(=O)Cn1c(C(=O)N(C)C)cc2c1C[C@H]1CN(C(=O)c3ccccc3)[C@@](Cc3ccc(F)cc3)(C(=O)OC)[C@@H]21
 : /, -2, -20, /, -17, /, 0.8, 0, /
Cc1cc(Br)cn2c(Cc3ccccc3)c(-c3ccco3)nc12
 : /, 12, 7, 2, -9, -7, 0.3, -2, /
CC1Oc2ccccc2C=C1/C=N/NC(=O)[C@@H](C)NC(=O)OC(C)(C)C (stereo partly drawn)
 : -16, 17, -19, -3, -16, 0, 1.8, 0, -12
CCN(CC(=O)Nc1cccc(OC)c1)CC(=O)Nc1ccccc1C
 : -4, -6, -7, 9, -14, -3, 0.7, 0, -3
C=CCN1C(=O)/C(=C/C=C2/N(CC)c3ccc(S(=O)(=O)N(C)C)cc3N2CC)SC1=S
 : 19, 15, -11, 8, 74*, 17*, 8.2, 107*, -20
COc1ccc(CNC(=O)CCc2cc(OC)c(OC)c(OC)c2)cc1
 : -9, -2, -12, -11, -16, -4, 2.0, 1, -11
COc1ccc(NC2CC(=O)N(c3cccc([N+](=O)[O-])c3)C2=O)cc1 (stereo not drawn)
 : -12, 4, -7, 8, -12, -3, 1.8, 0, 1
COc1ccc(CCNC(N)=S)cc1OC
 : -4, 18, -1, -5, -4, -4, -0.2, 1, -8
Cc1nc2c(OCCOc3ccccc3)cccn2c1N(C)C(=O)CCC1CCCC1
 : /, 14, -9, -9, 6, -6, 4.5, 1, /
Cc1cc(NS(C)(=O)=O)c(=O)n(Cc2cccc(F)c2)c1
 : /, -16, 3, -21, -6, -4, 0.5, 4, /
C/C(=N\NC(=O)c1ccc(Br)cc1)c1cccc(NC(=O)c2cccnc2)c1
 : 10, 29, -7, 0, 12, -8, 1.6, 0, -10
O=C(c1cccc([N+](=O)[O-])c1)N1CCN(S(=O)(=O)/C=C/c2ccccc2)CC1
 : -22, 16, -12, 3, 7, -8, 1.0, 3, -8
O=C(Cc1ccccc1)NCCS(=O)c1ccc(Cl)cc1 (stereo not drawn)
 : -21, 12, -3, -21, -7, -4, 0.1, 7, -9
CSc1ccc(CN2CCC2(C)C(=O)NC2CCc3ccccc32)cc1 (stereo not drawn)
 : /, 17, -14, -9, -25, -8, 0.7, 6, /
O=C(COC(=O)c1ccc2ncsc2c1)Nc1cccc(Cl)c1
 : 3, -21, -3, 3, -6, 9, 1.6, 14, -10
CCOC(=O)C1CCN(C(=O)Cn2cc3c(n2)CCC(C)C3)CC1 (stereo not drawn)
 : -8, 5, -5, -3, -13, -5, -0.1, 3, 2
O=[N+]([O-])c1ccccc1C(=Nc1ccccc1)c1c(O)cc(O)cc1O
 : /, 26, -18, -12, -9, 0, -0.2, 0, /
Cc1ccc2nc(-c3ccccc3)cc(C(=O)N3CCN(c4ccccc4O)CC3)c2c1
 : -16, -6, -3, 22, 66*, 2, 5.3, 12, -2
Cc1nc2ccc(NC(=O)c3ccccc3)cc2c(=O)n1Cc1ccc(F)cc1
 : /, -4, 7, -4, 5, -2, 2.8, 2, /
CC(C)=CCc1c2c(c3occ(-c4ccc(O)c(O)c4)c(=O)c3c1O)C=CC(C)(C)O2
 : /, 9, -1, -13, -13, 5, -0.3, 8, /
CCC(SC1=Nc2ccccc2C2=NC(CC(C)C)C(=O)N12)C(=O)Nc1ccc2c(c1)OCO2 (stereo not drawn)
 : -18, 12, -6, -6, 15, -3, 0.9, 5, -7
O=S(=O)(Cc1ccc(Cl)cc1)c1ncc(CO)n1Cc1ccccc1
 : -13, -10, 3, 6, 11, -5, 4.3, 7, -9
CCOc1cc(/C=C2/SC(=S)N(CC(=O)O)C2=O)ccc1OC(=O)c1cccs1
 : -1, -2, -2, -7, -15, -4, 0.1, 1, -1
COc1cc(/C=C(/C(=O)O)c2ccc(-c3ccccc3)cc2)cc(OC)c1OC
 : -11, 6, -4, 2, -19, -12, 0.1, -3, -2
CSc1nnc(NC(=O)CCc2ccccc2)s1
 : -11, 25, -8, -3, 11, -6, 0.8, 1, -9
COc1ccc(-n2c(SCC(=O)NCCC(C)C)nc3ccsc3c2=O)cc1
 : -26, 19, -1, -12, -6, -7, 1.1, 7, -2
COc1cccc(-c2cc(C(=O)NCc3ccco3)c3ccccc3n2)c1
 : -26, 7, -4, 6, 39, -4, 3.2, 8, 0

An excerpt from above with just M1 PAM parental and OXTR potentiator.
mol | M1 PAM parental | OXTR potentiator
O=C(Cc1ccccc1)NCCS(=O)c1ccc(Cl)cc1 (stereo not drawn) | 12 | -9
CSc1ccc(CN2CCC2(C)C(=O)NC2CCc3ccccc32)cc1 (stereo not drawn) | 17 | /

Following part:
Screens in order: CHO parental Ca, M1 PAM parental, CHO-K1 Ca antag, CHRM1 antagonist, TAAR1 antagonist, CHRM1 agonist, M1 ag parental, TAAR1 ag, OXTR potentiator
Cc1c(C)n(CC(O)CSc2ccccc2)c2ccccc12 (stereo not drawn)
 : /, 15, -24, /, 3, /, 0.6, -2, /
CC(C)[C@H](NC(=O)C1CCN(S(=O)(=O)c2ccc(F)cc2)CC1)C(=O)NCc1ccncc1
 : -13, -3, 8, -2, -27, -3, 6.0, 2, 3
COC(=O)c1ccc(COC(=O)CNC(=O)C2CCCCC2)cc1
 : -11, -9, 6, -10, -13, 1, -0.2, -1, 2
CCc1ccc2[nH]c(C(=O)Nc3ccc4c(c3)OCO4)cc2c1
 : -29, 17, -7, 12, 20, -2, 6.6, 0, -9

Screening results (PubChem)
